High-throughput results: PubChem, Sanford-Burnham Center for Chemical Genomics
hIAP inh = blocks human intestinal alkaline phosphatase | P09923 | purified IAP, CDP-Star luminescence, 30 min | inhibition, % at 10 µM | 0.12% of 330,000 active | AID 2544;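 active = inhibition reaching a set limit with compound at 10 µM in the primary screen, cut at about 35% in these data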;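 also: plate controls were DMSO wells with enzyme for no effect and no-enzyme buffer wells for full effect; values of inactives mirror those of a sister screen read the other way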
Target sequence (P09923 whole entry, looked up): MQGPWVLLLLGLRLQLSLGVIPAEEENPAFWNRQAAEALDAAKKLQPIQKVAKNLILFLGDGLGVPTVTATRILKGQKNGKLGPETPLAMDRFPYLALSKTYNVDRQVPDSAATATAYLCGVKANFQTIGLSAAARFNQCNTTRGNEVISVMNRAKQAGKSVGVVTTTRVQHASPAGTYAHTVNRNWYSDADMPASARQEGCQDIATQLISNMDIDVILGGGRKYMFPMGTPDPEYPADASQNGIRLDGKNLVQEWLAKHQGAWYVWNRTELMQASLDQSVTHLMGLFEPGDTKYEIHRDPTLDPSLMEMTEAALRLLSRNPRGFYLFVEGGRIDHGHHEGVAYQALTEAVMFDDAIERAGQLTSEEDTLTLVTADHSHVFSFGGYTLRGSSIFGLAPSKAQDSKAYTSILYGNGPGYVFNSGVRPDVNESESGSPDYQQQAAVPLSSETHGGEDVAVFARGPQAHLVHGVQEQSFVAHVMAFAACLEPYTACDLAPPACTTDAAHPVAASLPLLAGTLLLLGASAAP
tim10-1 inh = growth inhibitors of tim10-1 mutant yeast; S. cerevisiae tim10-1 ts strain growth, BacTiter-Glo, 24 h; inhibition, % at 20 µM; 2.2% of 330,000 active; AID 463190;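 active = inhibition of at least 40%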;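 also: mutant grown at 25 °C; 0% = DMSO wells with yeast and 100% = wells holding no yeast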
mIAP act = mouse IAP activation; activation factor at 10 µM; 0.24% of 330,000 active; muIAP, CDP-Star luminescence, 30 min; hits give high values; 1 = vehicle-only enzyme signal, 0 = enzyme-free wells;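 active = activation factor of at least 2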; also: the source names both 10 and 20 µM as test concentration; values of inactives mirror those of a sister screen read the other way
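Assay system: mouse IAP enzyme / Compound: DMSO-dissolved test compounds / Timing: 30 min, room temperature / Measured by: luminescence from enzymatic CDP-Star hydrolysis / Control set: DMSO-only wells, enzyme-free buffer wells as negative control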
Apaf1 inhib = human Apaf-1 inhibition; AID 489030; O14727; inhibition, % at 20 µM; reconstituted apoptosome caspase-3 activity, DEVD-Rh110 fluorescence; 0.71% of 330,000 active; active = inhibition of at least 40% at 20 µM;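 also: plate controls were DMSO wells for no effect and DEVD-CHO caspase inhibitor wells for full effect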
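Material: cell-free apoptosome with Apaf-1, procaspase-3 and caspase-9; Buffer or medium: Hepes pH 7.5 with detergent and BSA; Reagent: cytochrome c trigger plus (Z-DEVD)2-Rh110 caspase-3 substrate; Times: compound with Apaf-1, dATP, procaspase-3 30 min, then 50 min reaction, room temperature; Technique: Rh110 fluorescence intensity.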
hIAP act = human IAP activation; P09923; purified human IAP, CDP-Star luminescence, 30 min; hits give high values; 1 = vehicle-only enzyme, 0 = enzyme-free background; activation factor at 10 µM; 0.16% of 330,000 active;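 active = activation factor of the enzyme at least 2-fold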; also: the source names both 10 and 20 µM as test concentration; values of inactives mirror those of a sister screen read the other way
NALP3 yeast inh = NALP3 inhibition in yeast. Yeast reconstituted NLRP3/ASC/caspase-1, beta-gal luminescence, 24 h. inhibition, % at 10 µM. 0.39% of 330,000 active;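 active = inhibition of 50% or more; inactive = inhibition below 50%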;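 also: plate controls were induced DMSO wells for no effect and uninduced yeast grown without galactose for full effect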
ATG4B inhibitor = blocks human ATG4B protease cleavage of LC3 substrate. Q9Y4P1. ATG4B cleavage of LC3-PLA2, NBD-HPC fluorescence, 1 h. inhibition, % at 8.33 µM. 0.51% of 340,000 active; in the data active = inhibition above about 40%
Target sequence (Q9Y4P1 whole entry, looked up): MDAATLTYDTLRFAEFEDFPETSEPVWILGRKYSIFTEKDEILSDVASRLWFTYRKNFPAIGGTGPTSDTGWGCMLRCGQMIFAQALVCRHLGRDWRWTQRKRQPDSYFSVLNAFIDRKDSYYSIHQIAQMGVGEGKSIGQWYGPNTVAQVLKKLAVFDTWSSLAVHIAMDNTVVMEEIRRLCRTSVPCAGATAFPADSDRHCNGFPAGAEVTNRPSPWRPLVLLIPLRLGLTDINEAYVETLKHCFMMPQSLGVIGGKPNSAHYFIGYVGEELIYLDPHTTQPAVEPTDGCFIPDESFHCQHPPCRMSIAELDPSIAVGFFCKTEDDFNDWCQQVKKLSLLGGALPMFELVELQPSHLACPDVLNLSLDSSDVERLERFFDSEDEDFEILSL
mIAP block = blocks mouse intestinal alkaline phosphatase | purified mouse IAP, CDP-Star luminescence, 30 min | inhibition, % at 10 µM | 0.2% of 330,000 active | AID 2806;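 active = inhibition of at least 40% at 10 µM in the primary screen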;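 also: plate controls were DMSO with enzyme for no effect and no enzyme wells for full effect; values of inactives mirror those of a sister screen read the other way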
TIM10 inh = TIM10 yeast growth inhibition; 1.4% of 330,000 active; inhibition, % at 10 µM; S. cerevisiae TIM10 strain growth, BacTiter-Glo luminescence, 24 h; AID 463195;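 active = inhibition of 40% or more at the single tested concentration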;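 also: wild-type TIM10 isogenic control strain grown at permissive 25 °C; 0% = DMSO yeast wells and 100% = minimal medium wells without yeast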
Numbers without * were called inactive. No enrichment for hits. Share with any hit: about 4.5%.

For CC(=O)Nc1ccc(Nc2ccccc2)cc1 the results were hIAP inh 0, tim10-1 inh -4, mIAP act 1.1, Apaf1 inhib -16, hIAP act 1, NALP3 yeast inh 10, ATG4B inhibitor -7, mIAP block -8 and TIM10 inh -22.
C=CCn1c(SCC(=O)CC(=O)OCC)nc2cc(C(=O)N3CCC(C(N)=O)CC3)ccc2c1=O was read as hIAP inh -7, tim10-1 inh 8, mIAP act 0.79, Apaf1 inhib -16, hIAP act 1.1, NALP3 yeast inh 12, ATG4B inhibitor 13, mIAP block 21 and TIM10 inh 22.
Screening COc1cccc(/C=C(/C#N)c2ccc(Cl)cc2)c1OCc1cccc(C(=O)O)c1 returned hIAP inh 9, tim10-1 inh 6, mIAP act 0.95, Apaf1 inhib 16, hIAP act 0.91, NALP3 yeast inh 1, ATG4B inhibitor 20, mIAP block 5 and TIM10 inh 1.
`CN(C)CCN(Cc1ccccc1)c1ccccn1` gave hIAP inh 12, tim10-1 inh 7, mIAP act 1, Apaf1 inhib -7, hIAP act 0.88, NALP3 yeast inh 20, ATG4B inhibitor 9, mIAP block -4 and TIM10 inh -8.
For COCCN1CCN(C(=O)C2CCC(=O)N(Cc3ccc(Cl)cc3)C2)CC1 (centres undefined) the results were hIAP inh -7, tim10-1 inh -4, mIAP act 1, Apaf1 inhib 5, hIAP act 1.1, NALP3 yeast inh 12, ATG4B inhibitor -2, mIAP block -1 and TIM10 inh 5.
COc1ccc(S(=O)(=O)NCc2ccccn2)cc1Cl was read as hIAP inh -21, tim10-1 inh 1, mIAP act 0.92, Apaf1 inhib -11, hIAP act 1.2, NALP3 yeast inh 14, ATG4B inhibitor -17, mIAP block 8 and TIM10 inh 5.
For CCCCCC[n+]1c(-c2ccc(Cl)cc2Cl)csc1Nc1ccccc1 the results were hIAP inh -9, tim10-1 inh 2, mIAP act 1, Apaf1 inhib 0, hIAP act 1.1, NALP3 yeast inh 13, ATG4B inhibitor 5, mIAP block 0 and TIM10 inh -11.
For COC(=O)c1ccccc1NC(=O)c1ccnn1C the results were hIAP inh 1, tim10-1 inh 13, mIAP act 1, Apaf1 inhib -1, hIAP act 0.99, NALP3 yeast inh 21, ATG4B inhibitor -7, mIAP block 0 and TIM10 inh 8.
Screening CC1CCCC(C)N1C(=O)COC(=O)CNC(=O)c1ccccc1 (centres undefined) returned hIAP inh 16, tim10-1 inh 6, mIAP act 1, Apaf1 inhib -12, hIAP act 0.84, NALP3 yeast inh 8, ATG4B inhibitor 1, mIAP block -2 and TIM10 inh -8.
`CCOC(=O)C[C@H]1c2ccc(C(F)(F)F)cc2S(=O)(=O)N1C(C)(C)C` gave hIAP inh -16, tim10-1 inh 17, mIAP act 1.1, Apaf1 inhib 10, hIAP act 1.2, NALP3 yeast inh 10, ATG4B inhibitor -6, mIAP block -10 and TIM10 inh -3.
`CCOCCCNC(=O)C(c1ccc(C)cc1)N(Cc1ccc2c(c1)OCO2)C(=O)c1cnccn1` (centres undefined) gave hIAP inh -1, tim10-1 inh 16, mIAP act 1, Apaf1 inhib -2, hIAP act 1, NALP3 yeast inh 6, ATG4B inhibitor -6, mIAP block -4 and TIM10 inh 13.
Screening Cc1ccc(C)c(CN2CCC(CNC(=O)Nc3cccc(Cl)c3C)CC2)c1 returned hIAP inh -66, tim10-1 inh 19, mIAP act 5.4*, Apaf1 inhib 6, hIAP act 1.7, NALP3 yeast inh 15, ATG4B inhibitor 18, mIAP block -445 and TIM10 inh -20.
COC(=O)CSC1=C(C#N)C(=O)NC(c2ccccc2)S1 (centres undefined) was read as hIAP inh -3, tim10-1 inh 16, mIAP act 1, Apaf1 inhib 0, hIAP act 1, NALP3 yeast inh 12, ATG4B inhibitor 4, mIAP block 0 and TIM10 inh -4.
Screening Cc1nc(SCC(=O)N2c3ccccc3NC(=O)CC2C)c2c(C)c(C)sc2n1 (centres undefined) returned hIAP inh -1, tim10-1 inh 14, mIAP act 1, Apaf1 inhib 14, hIAP act 1, NALP3 yeast inh -4, ATG4B inhibitor 27, mIAP block 0 and TIM10 inh 6.
For Cc1ccc(NC(=O)C2C3C=CC4(CN(Cc5cccnc5)C(=O)C24)O3)cc1 (centres undefined) the results were hIAP inh -9, tim10-1 inh -16, mIAP act 1.1, Apaf1 inhib 0, hIAP act 1.1, NALP3 yeast inh 15, ATG4B inhibitor -6, mIAP block -6 and TIM10 inh 9.
`Cc1ccc(/C=N/NC(=O)CCn2nc(C)cc2C)c(C)c1` gave hIAP inh -4, tim10-1 inh 8, mIAP act 1.1, Apaf1 inhib 4, hIAP act 1, NALP3 yeast inh -1, ATG4B inhibitor -4, mIAP block -6 and TIM10 inh 6.
`Nc1ccc(-c2nnn(Cc3ccccc3F)n2)cc1` gave hIAP inh -1, tim10-1 inh -1, mIAP act 0.9, Apaf1 inhib -7, hIAP act 1, NALP3 yeast inh 33, ATG4B inhibitor 1, mIAP block 10 and TIM10 inh -13.
Screening CCOc1ccc(NS(=O)(=O)c2ccc(C(=O)N(C)CC(=O)Nc3ccc(C)cc3)cc2)cc1 returned hIAP inh 8, tim10-1 inh -11, mIAP act 0.99, Apaf1 inhib 23, hIAP act 0.92, NALP3 yeast inh 18, ATG4B inhibitor -11, mIAP block 1 and TIM10 inh -4.
For CC(O)CNc1nc2c(c(=O)n(C)c(=O)n2C)n1C/C=C/c1ccccc1 (centres undefined) the results were hIAP inh -11, tim10-1 inh 2, mIAP act 1, Apaf1 inhib -16, hIAP act 1.1, NALP3 yeast inh 0, ATG4B inhibitor -2, mIAP block -5 and TIM10 inh 1.
Screening CC(=O)NC(Cc1ccc(F)cc1)C(=O)NC1CCN(c2nnnn2-c2ccccc2)CC1 (centres undefined) returned hIAP inh -5, tim10-1 inh 17, mIAP act 1, Apaf1 inhib -2, hIAP act 1, NALP3 yeast inh 11, ATG4B inhibitor -7, mIAP block -4 and TIM10 inh 18.
`Cc1ccc(C2(C)NC(=O)N(CC(=O)Nc3ccc(S(=O)(=O)Nc4nccs4)cc3)C2=O)cc1` (centres undefined) gave hIAP inh -8, tim10-1 inh 1, mIAP act 0.92, Apaf1 inhib 3, hIAP act 1.1, NALP3 yeast inh -4, ATG4B inhibitor -3, mIAP block 8 and TIM10 inh 11.
Screening CCc1ccc(CN(C)Cc2nc(-c3cccc(Cl)c3)no2)nc1 returned hIAP inh -5, tim10-1 inh 25, mIAP act 0.91, Apaf1 inhib 9, hIAP act 1, NALP3 yeast inh 14, ATG4B inhibitor 8, mIAP block 9 and TIM10 inh 14.
For Cc1c(C(=O)Nc2cccnc2)oc2ccc(Br)cc12 the results were hIAP inh -42, tim10-1 inh 11, mIAP act 0.98, Apaf1 inhib 7, hIAP act 1.4, NALP3 yeast inh 29, ATG4B inhibitor 1, mIAP block 2 and TIM10 inh 13.
`Cc1onc(-c2ccccc2)c1C(=O)OCC(=O)Nc1ccc2c(c1)OCO2` gave hIAP inh -2, tim10-1 inh 8, mIAP act 1.1, Apaf1 inhib -1, hIAP act 1, NALP3 yeast inh -38, ATG4B inhibitor 6, mIAP block -9 and TIM10 inh 5.

Pulled by structure from the entries so far (three):
`Cc1ccc(C2(C)NC(=O)N(CC(=O)Nc3ccc(S(=O)(=O)Nc4nccs4)cc3)C2=O)cc1` (centres undefined) gave hIAP inh -8, tim10-1 inh 1, mIAP act 0.92, Apaf1 inhib 3, hIAP act 1.1, NALP3 yeast inh -4, ATG4B inhibitor -3, mIAP block 8 and TIM10 inh 11.
Screening Cc1nc(SCC(=O)N2c3ccccc3NC(=O)CC2C)c2c(C)c(C)sc2n1 (centres undefined) returned hIAP inh -1, tim10-1 inh 14, mIAP act 1, Apaf1 inhib 14, hIAP act 1, NALP3 yeast inh -4, ATG4B inhibitor 27, mIAP block 0 and TIM10 inh 6.
COC(=O)CSC1=C(C#N)C(=O)NC(c2ccccc2)S1 (centres undefined) was read as hIAP inh -3, tim10-1 inh 16, mIAP act 1, Apaf1 inhib 0, hIAP act 1, NALP3 yeast inh 12, ATG4B inhibitor 4, mIAP block 0 and TIM10 inh -4.

(next part)
For CCCCOC(=O)Cn1c(=N)n(CCC)c2ccccc21 the results were hIAP inh -14, tim10-1 inh -15, mIAP act 1, Apaf1 inhib -12, hIAP act 1.1, NALP3 yeast inh 10, ATG4B inhibitor -8, mIAP block -3 and TIM10 inh -9.
Screening COc1ccc(/C=N/n2c(-c3cc(C)[nH]n3)n[nH]c2=S)cc1OC returned hIAP inh -10, tim10-1 inh -6, mIAP act 1, Apaf1 inhib -8, hIAP act 1.1, NALP3 yeast inh 13, ATG4B inhibitor -9, mIAP block -5 and TIM10 inh 15.
For COc1cc(N=C(N)N=C(N)N)cc(OC)c1 the results were hIAP inh -6, tim10-1 inh 10, mIAP act 0.99, Apaf1 inhib -11, hIAP act 1.1, NALP3 yeast inh 12, ATG4B inhibitor -3, mIAP block 1 and TIM10 inh -6.
Screening OCCN(Cc1ccccc1)CC1CC2C=CC1C2 (centres undefined) returned hIAP inh 7, tim10-1 inh 3, mIAP act 1, Apaf1 inhib -20, hIAP act 0.93, NALP3 yeast inh -1, ATG4B inhibitor -1, mIAP block -1 and TIM10 inh 9.
Screening CC(=O)Nc1cccc(-c2cnc3ccccc3n2)c1 returned hIAP inh -26, tim10-1 inh 4, mIAP act 0.95, Apaf1 inhib -3, hIAP act 1.3, NALP3 yeast inh 10, ATG4B inhibitor 7, mIAP block 5 and TIM10 inh 20.
Screening CS(=O)(=O)c1ccc2nc(NC(=O)C3COc4ccccc4O3)sc2c1 (centres undefined) returned hIAP inh -8, tim10-1 inh 16, mIAP act 0.97, Apaf1 inhib 4, hIAP act 1.1, NALP3 yeast inh 14, ATG4B inhibitor -10, mIAP block 2 and TIM10 inh 12.
For O=C(NCc1ccccc1Cl)C1CCN(S(=O)(=O)c2cccc3nonc23)CC1 the results were hIAP inh 5, tim10-1 inh -3, mIAP act 0.98, Apaf1 inhib 5, hIAP act 0.95, NALP3 yeast inh 4, ATG4B inhibitor 4, mIAP block 2 and TIM10 inh -20.
Screening O=C(CN1CCN(S(=O)(=O)c2ccccc2)CC1)Nc1cccc(C(F)(F)F)c1 returned hIAP inh -27, tim10-1 inh 31, mIAP act 1.3, Apaf1 inhib 25, hIAP act 1.3, NALP3 yeast inh 14, ATG4B inhibitor -8, mIAP block -29 and TIM10 inh 41*.
O=C(c1ccoc1)N1CCCC(CO)(CCCc2ccccc2)C1 (centres undefined) was read as hIAP inh -5, tim10-1 inh 15, mIAP act 0.95, Apaf1 inhib 3, hIAP act 1.1, NALP3 yeast inh 5, ATG4B inhibitor 1, mIAP block 4 and TIM10 inh 10.
Screening O=C(CCl)Nc1c(C(=O)Nc2ccc3c(c2)OCCO3)oc2ccccc12 returned hIAP inh 0, tim10-1 inh 42*, mIAP act 0.95, Apaf1 inhib 14, hIAP act 1, NALP3 yeast inh 29, ATG4B inhibitor -10, mIAP block 5 and TIM10 inh 39.
For COC(=O)c1sccc1NC(=O)COc1ccc(C)cc1 the results were hIAP inh -2, tim10-1 inh -6, mIAP act 0.97, Apaf1 inhib 10, hIAP act 1, NALP3 yeast inh 28, ATG4B inhibitor -1, mIAP block 3 and TIM10 inh 15.
For Cc1cccc(N2C(=O)c3ccc(Br)cc3C2=O)n1 the results were hIAP inh -10, tim10-1 inh 5, mIAP act 1.1, Apaf1 inhib 5, hIAP act 1.1, NALP3 yeast inh 29, mIAP block -9 and TIM10 inh 12.
